Bioassay records as filed in PubChem.
BoNT-A LC inh2: BoNT A light chain protease inhibition; inhibition, % at 10 µM; multiplex microsphere protease substrate cleavage, flow cytometry; actives 0.17% (n = 360,000); further: plate controls were buffer without enzyme for full effect and enzyme alone for no effect
3CLpro inhibitor: SARS-CoV 3CLpro protease inhibition; AID 1706; recombinant SARS-CoV 3CLpro, quenched FRET peptide cleavage; actives 0.14% (n = 290,000); inhibition, % at 6 µM; P0C6X7; in the data active means inhibition above about 12%
MazF activator: activators of E. coli MazEF toxin-antitoxin RNase; P0AE70; FAM/BHQ RNA-DNA oligo cleavage fluorescence, 5 h; activation, % at 20 µM; actives 0.32% (n = 350,000); in the data active means activation above about 50%
Rv3671c protease: inhibitors of M. tuberculosis serine protease Rv3671c; P9WHR9; inhibition, % at 5.96 µM; actives 0.048% (n = 320,000); AID 2606; in the data active means inhibition above about 38%;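 further: extracellular domain of Rv3671c used as enzyme; 0% = enzyme with DMSO and 100% = no enzyme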
Anthrax LF prot: anthrax lethal factor protease inhibition. inhibition, % at 10 µM. multiplex microsphere protease cleavage assay, LF. P15917. actives 0.12% (n = 360,000). AID 588501; further: plate controls were buffer without enzyme for full effect and enzyme alone for no effect
Target sequence (P15917 whole entry, looked up): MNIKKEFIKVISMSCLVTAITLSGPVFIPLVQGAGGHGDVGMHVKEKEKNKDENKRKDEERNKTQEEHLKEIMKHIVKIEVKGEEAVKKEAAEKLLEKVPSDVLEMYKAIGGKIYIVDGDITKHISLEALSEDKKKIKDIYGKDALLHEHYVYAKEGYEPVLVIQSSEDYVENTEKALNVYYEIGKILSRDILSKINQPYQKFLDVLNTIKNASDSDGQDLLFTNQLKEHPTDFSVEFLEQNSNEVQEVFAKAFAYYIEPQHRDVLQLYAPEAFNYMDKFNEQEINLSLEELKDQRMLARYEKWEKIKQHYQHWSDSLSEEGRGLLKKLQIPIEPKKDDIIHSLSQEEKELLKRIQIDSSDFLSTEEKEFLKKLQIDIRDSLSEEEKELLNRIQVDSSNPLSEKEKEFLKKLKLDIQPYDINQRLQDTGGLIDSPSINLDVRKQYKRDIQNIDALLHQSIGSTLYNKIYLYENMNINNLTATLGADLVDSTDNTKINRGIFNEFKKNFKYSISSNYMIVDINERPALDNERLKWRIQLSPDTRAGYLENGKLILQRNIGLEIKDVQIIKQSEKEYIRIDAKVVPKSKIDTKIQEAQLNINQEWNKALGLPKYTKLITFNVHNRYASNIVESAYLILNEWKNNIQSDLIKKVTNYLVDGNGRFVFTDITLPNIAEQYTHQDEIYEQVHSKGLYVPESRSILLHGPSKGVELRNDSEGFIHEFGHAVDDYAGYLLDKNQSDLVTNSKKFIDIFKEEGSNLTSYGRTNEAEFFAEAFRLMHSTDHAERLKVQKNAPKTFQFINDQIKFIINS
VHR inh abs: blocks human VHR1 dual specificity phosphatase; inhibition, % at 13.3 µM; recombinant VHR phosphatase, pNPP absorbance; AID 1654; P51452; actives 0.52% (n = 290,000); in the data active means inhibition above about 50%; further: some compounds called inactive have numbers as strong as hits
Target sequence (P51452 whole entry, looked up): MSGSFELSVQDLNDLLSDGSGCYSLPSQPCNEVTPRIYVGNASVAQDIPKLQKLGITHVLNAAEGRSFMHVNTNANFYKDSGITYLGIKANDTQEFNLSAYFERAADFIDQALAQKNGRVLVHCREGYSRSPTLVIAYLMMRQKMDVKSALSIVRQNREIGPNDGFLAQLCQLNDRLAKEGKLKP
BoNT F protease: inhibitors of Botulinum neurotoxin F light chain protease. Multiplex microsphere protease cleavage assay, flow cytometry. inhibition, % at 10 µM. actives 0.22% (n = 360,000). AID 588497; in the data active means inhibition above about 35%, passing the limit was not always enough; inconclusive means no clear call, values can overlap the other calls; further: plate controls were buffer without enzyme for full effect and enzyme alone for no effect
PrPC surface inh: inhibitors of human cell surface prion protein PrPC; TR-FRET read-out; AID 720596; actives 0.43% (n = 370,000); P04156; inhibition, % at 13.8 µM; in the data active means inhibition above about 24%; further: 0% = median of the test wells and 100% = reference compound wells
SSB-PriA inh: K. pneumoniae PriA-SSBct interaction inhibition | inhibition, % at 33 µM | AlphaScreen SSBct-PriA binding, biotinylated peptide | actives 0.6% (n = 430,000); in the data active means inhibition mostly above about 37%, no sharp cut-off; inactive means mostly below about 20%;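 further: plate controls were negative control peptide for no effect and reference peptide for full effect; strong numbers were not always called active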
CCHFV vOTU inh: blocks the CCHF virus ovarian tumor domain protease. actives 0.55% (n = 370,000). inhibition, % at 11.5 µM. CCHFV vOTU protease, Pep-AMC fluorescence. AID 651958; in the data active means inhibition above about 30%; further: 0% = vehicle wells with enzyme and 100% = no enzyme wells
An asterisk follows results filed as active; u = inconclusive; x = not tested or not shown; & = joins results of further samples. Unless noted, no stated cut-off is given here; in the data, active means inhibition above about 30%; inconclusive means no clear call, values can overlap the other calls; inactive means below that.

1) O=C(COC(=O)CNC(=O)C1CCCCC1)Nc1cccc(F)c1
2) Cc1cc(Br)ccc1NC(=O)CN(C)C(=O)c1cccc(S(=O)(=O)N2CCN(C)CC2)c1
3) COc1ccc(C=Nc2cccnc2N)cc1
4) COc1ccc(-n2c(=O)c(CCC(=O)N(C)Cc3cccs3)nc3ccccc32)cc1
5) COC(=O)[C@]12CCCCC=C1N(Cc1cccc3ccccc13)C(=O)[C@H](CC(=O)NCCc1ccccc1OC)C2
6) COCC(C)n1c(SCC(=O)N2CCOCC2)nc2ccccc2c1=O (centres undefined)
7) O=[N+]([O-])c1ccc(N=Cc2sc3ccccc3c2O)cc1
8) CCN1CCN(c2ncnc3c2cnn3-c2ccc(Cl)cc2)CC1
9) C/C(=N\Nc1cc(Cl)nc(C)n1)c1ccc(C)cc1
10) COc1cc(CC(=O)OCC(=O)Nc2ccc(Cl)c(S(=O)(=O)N(C)C)c2)cc(OC)c1OC
Assay by compound	1	2	3	4	5	6	7	8	9	10
BoNT-A LC inh2	-0.6	-0.3	-1.6	3.0	0.6	0.5	2.3	-0.3	-5.5	1.7
3CLpro inhibitor	x	x	3	x	x	x	-1	x	6	6
MazF activator	0	7	15	-7	x	-4	18	7	9	4
Rv3671c protease	7	x	8	-3	x	1	2	-5	0	0
Anthrax LF prot	-8	-3	-6	-3	-9	-5	0	-2	-4	7
VHR inh abs	x	x	22	x	x	x	-1	18	x	9
BoNT F protease	-6	-5	-11	6	-4	-7	4	3	-8	4
PrPC surface inh	-5	10	x	-6	-9	-1	11	11	-2	2
SSB-PriA inh	-1	0	-16	3	x	-5	2	-15	x	-16
CCHFV vOTU inh	10	9	x	-9	6	1	-14	9	-4	-6

11) Cc1ccc(C(=O)CC(=O)COc2ccc(Cl)cc2)cc1
12) O=C1N=C(N2CCCCC2)S/C1=C\c1cn[nH]c1-c1ccccc1
13) CCCN1C(=O)/C(=C/c2ccccc2OCc2ccc(C(=O)O)cc2)NC1=S
14) O=C(Nc1ccsc1C(=O)NC1CCCCC1)c1ccccc1
15) CCc1ncc(CN2CCC(C(=O)Nc3cccc(-c4cscn4)c3)CC2)cn1
16) CCOc1cc(C(=O)CCC(=O)OCC(=O)Nc2ccc(F)cc2)ccc1O
17) Cc1ccn2cc(CCNS(=O)(=O)c3ccc(F)c(C(F)(F)F)c3)nc2c1
18) CC(=O)c1sc(NS(=O)(=O)c2ccc(C)cc2)nc1C
19) COc1ccc(S(=O)(=O)N(CC(=O)N2CCCCCC2)c2ccccc2OC)cc1
20) COc1ccc(N(C(=O)c2cccnc2)S(=O)(=O)c2ccc(F)cc2)cc1
Assay by compound	11	12	13	14	15	16	17	18	19	20
BoNT-A LC inh2	-0.6	-1.5	0.0	u	0.0	x	-0.3	2.2	-2.1	-0.2
3CLpro inhibitor	5	1	3	0	0	x	-2	0	2	-3
MazF activator	-2	-7	-18	11	-4	3	5	3	8	4
Rv3671c protease	-8	-5	-15	-1	10	x	-7	7	4	-6
Anthrax LF prot	-1	-1	-2	-1	-1	x	-8	3	-3	9
VHR inh abs	-10	8	2	-14	14	x	2	-27	-14	53*
BoNT F protease	-7	-18	-1	-2	0	x	0	13	-11	-8
PrPC surface inh	2	-4	2	3	-5	-4	3	7	-4	-1
SSB-PriA inh	-12	-1	4	-14	6	7	-2	-22	-20	-7
CCHFV vOTU inh	7	2	17	-2	10	0	-4	7	9	-6

21) CCOc1ccc(N2C(=O)c3ccccc3C2=O)cc1
22) NC(=O)C1=C(N=C2CCCCC2)CCCC1
23) O=C(CCN1C(=O)CSc2ccccc21)Nc1ccc(C(F)(F)F)cc1
24) Cc1ccc(NC(=O)COc2ccc(Br)cn2)cc1
25) COc1ccccc1NC(=O)CCN1CCN(Cc2ccccc2)CC1
26) CCOC(=O)C(O)(CCC(O)(C(=O)OCC)C(=O)OCC)C(=O)OCC
27) c1ccc(OCCn2c(-c3ccco3)nc3ccccc32)cc1
28) COc1ccc(/C=C(\C#N)C(=O)NCc2ccccc2)cc1
29) COc1c(C)cc(C(O)c2ncc(-c3ccc(Cl)cc3)[nH]2)cc1C (centres undefined)
30) Cn1c(SCC(=O)OCC(=O)c2ccccc2)nnc1-c1cccs1
Assay by compound	21	22	23	24	25	26	27	28	29	30
BoNT-A LC inh2	-0.7	-0.3	0.6	-0.8	-0.8	0.5	1.8	0.3	-0.1	0.7
3CLpro inhibitor	-1	x	x	-3	6	0	-5	-3	x	4
MazF activator	1	4	2	-2	2	5	1	-1	x	-1
Rv3671c protease	3	x	-16	-5	1	-4	-1	-5	x	0
Anthrax LF prot	-1	2	-4	-10	-1	-3	-4	14	-6	-17
VHR inh abs	6	x	x	31	13	19	-6	-2	x	0
BoNT F protease	-9	9	10	-5	-9	6	-9	10	-4	10
PrPC surface inh	-2	-9	-4	-1	-3	3	5	2	5	5
SSB-PriA inh	-9	-3	3	-13	-5	-7	10	2	x	-15
CCHFV vOTU inh	6	-3	2	-5	-17	-18	-11	-15	26	-6

Whole records, quoted from the list. Values in the order: BoNT-A LC inh2, 3CLpro inhibitor, MazF activator, Rv3671c protease, Anthrax LF prot, VHR inh abs, BoNT F protease, PrPC surface inh, SSB-PriA inh, CCHFV vOTU inh
Profile of `NC(=O)C1=C(N=C2CCCCC2)CCCC1` → -0.3, x, 4, x, 2, x, 9, -9, -3, -3
Profile of `O=C(CCN1C(=O)CSc2ccccc21)Nc1ccc(C(F)(F)F)cc1` → 0.6, x, 2, -16, -4, x, 10, -4, 3, 2

Copied from above, nos. 16–30
16) CCOc1cc(C(=O)CCC(=O)OCC(=O)Nc2ccc(F)cc2)ccc1O
17) Cc1ccn2cc(CCNS(=O)(=O)c3ccc(F)c(C(F)(F)F)c3)nc2c1
18) CC(=O)c1sc(NS(=O)(=O)c2ccc(C)cc2)nc1C
19) COc1ccc(S(=O)(=O)N(CC(=O)N2CCCCCC2)c2ccccc2OC)cc1
20) COc1ccc(N(C(=O)c2cccnc2)S(=O)(=O)c2ccc(F)cc2)cc1
21) CCOc1ccc(N2C(=O)c3ccccc3C2=O)cc1
22) NC(=O)C1=C(N=C2CCCCC2)CCCC1
23) O=C(CCN1C(=O)CSc2ccccc21)Nc1ccc(C(F)(F)F)cc1
24) Cc1ccc(NC(=O)COc2ccc(Br)cn2)cc1
25) COc1ccccc1NC(=O)CCN1CCN(Cc2ccccc2)CC1
26) CCOC(=O)C(O)(CCC(O)(C(=O)OCC)C(=O)OCC)C(=O)OCC
27) c1ccc(OCCn2c(-c3ccco3)nc3ccccc32)cc1
Assay by compound	16	17	18	19	20	21	22	23	24	25	26	27
BoNT-A LC inh2	x	-0.3	2.2	-2.1	-0.2	-0.7	-0.3	0.6	-0.8	-0.8	0.5	1.8
3CLpro inhibitor	x	-2	0	2	-3	-1	x	x	-3	6	0	-5
MazF activator	3	5	3	8	4	1	4	2	-2	2	5	1
Rv3671c protease	x	-7	7	4	-6	3	x	-16	-5	1	-4	-1
Anthrax LF prot	x	-8	3	-3	9	-1	2	-4	-10	-1	-3	-4
VHR inh abs	x	2	-27	-14	53*	6	x	x	31	13	19	-6
BoNT F protease	x	0	13	-11	-8	-9	9	10	-5	-9	6	-9
PrPC surface inh	-4	3	7	-4	-1	-2	-9	-4	-1	-3	3	5
SSB-PriA inh	7	-2	-22	-20	-7	-9	-3	3	-13	-5	-7	10
CCHFV vOTU inh	0	-4	7	9	-6	6	-3	2	-5	-17	-18	-11

28) COc1ccc(/C=C(\C#N)C(=O)NCc2ccccc2)cc1
29) COc1c(C)cc(C(O)c2ncc(-c3ccc(Cl)cc3)[nH]2)cc1C (centres undefined)
30) Cn1c(SCC(=O)OCC(=O)c2ccccc2)nnc1-c1cccs1
Assay by compound	28	29	30
BoNT-A LC inh2	0.3	-0.1	0.7
3CLpro inhibitor	-3	x	4
MazF activator	-1	x	-1
Rv3671c protease	-5	x	0
Anthrax LF prot	14	-6	-17
VHR inh abs	-2	x	0
BoNT F protease	10	-4	10
PrPC surface inh	2	5	5
SSB-PriA inh	2	x	-15
CCHFV vOTU inh	-15	26	-6

The list continues:
31) O=C(NC(=S)NCCCN1CCOCC1)c1ccco1
32) C[C@H]1CN([C@@H](C)CO)C(=O)CCCn2nncc2CO[C@@H]1CN(C)Cc1ccc2c(c1)OCCO2
33) O=C(Nc1nc(-c2ccccc2)cs1)c1ccccc1F
34) CC1(C(=O)NS(=O)(=O)C2CC2)CCCN(C(=O)c2ccc(C(F)(F)F)cc2)C1 (centres undefined)
35) COc1ccc(NC(=O)CCSc2nnnn2C)cc1
36) COc1ccc(CN2CCN(c3ncnc4scc(-c5ccc(F)cc5)c34)CC2)cc1
37) Cc1ccc(SC[C@H](C)CN2CC[C@H](NC(=O)OCc3ccccc3)CCC2=O)cc1
38) O=C(CC1CC2CCC1C2)N1CCN(S(=O)(=O)c2ccccc2[N+](=O)[O-])CC1 (centres undefined)
39) O=C(NC1=NCCS1)c1ccccc1OCc1ccccc1Cl
40) Cn1ccc(C(=O)Nc2ccc3c(c2)OCCO3)n1
Assay by compound	31	32	33	34	35	36	37	38	39	40
BoNT-A LC inh2	-0.6	-0.1	-8.3	-0.2	-0.9	1.2	-0.4	-2.3	-1.2	0.0
3CLpro inhibitor	-2	x	5	x	-1	0	-3	x	-2	-2
MazF activator	-8	8	11	x	8	0	-2	-1	-10	2
Rv3671c protease	-6	x	-25	x	-4	-4	-4	-4	-2	1
Anthrax LF prot	0	-2	-23	-4	-2	-7	-8	-3	-7	0
VHR inh abs	-5	x	-12	x	-6	x	24	x	-6	24
BoNT F protease	3	2	-9	-2	4	u	-8	-7	-20	9
PrPC surface inh	5	-3	1	-3	6	-3	-3	-5	7	7
SSB-PriA inh	-9	x	-24	x	-4	18	-9	-3	-15	-7&-19
CCHFV vOTU inh	-6	-6	-6	-2	-11	6	2	3	9	-1

41) CN(CC(=O)Nc1ccc(Cl)c(C(F)(F)F)c1)C(=O)C1CC(=O)N(C2CCCC2)C1 (centres undefined)
42) O=C1COc2ccc(C(=O)CSc3nnnn3-c3ccccc3)cc2N1
43) Cn1c(NCc2cccnc2)nc2cc(-c3cccc(C(=O)NCCO)c3)sc2c1=O
44) Cc1[nH]n(-c2ccccc2)c(=O)c1N=O
45) C=CCN1C(=O)N/C(=C/c2ccc(C)o2)C1=O
46) C#CC1(O)CCC2C3CCc4cc(O)cc(C)c4C3CCC21C (centres undefined)
47) COCC(=O)n1nc(-c2ccccc2)nc1NCc1ccccc1
48) O=C(Nc1ccc(F)cc1)NC1(C(=O)NCc2cccs2)CCCCC1
49) N=C1C(c2ccccc2)=C(O)CN1c1cccc(S(=O)(=O)Nc2cccc(C(F)(F)F)c2)c1
50) O=C(NC1=NCCS1)c1ccc(-c2ccc(Cl)cc2)o1
51) COc1ccc(N2CCN(CC(=O)c3c(C)n(C)c4ccc(OC)cc34)CC2)cc1
Assay by compound	41	42	43	44	45	46	47	48	49	50	51
BoNT-A LC inh2	0.0	-0.4	-0.5	-0.5	0.1	-0.2	0.3	-0.8	0.4	0.9	-5.4
3CLpro inhibitor	x	0	x	1	1	x	1	-4	-6	-3	-1
MazF activator	-6	16	x	5	11	1	12	8	0	8	9
Rv3671c protease	0	-19	x	1	7	x	x	3	-5	-6	-2
Anthrax LF prot	-7	-3	-8	-1	-1	-10	8	-3	-2	-4	3
VHR inh abs	x	21	x	26	-7	x	26	13	-1	2	11
BoNT F protease	-5	-19	-2	-2	-2	2	3	-6	3	4	u
PrPC surface inh	-3	0	-26	-4	-10	15	-7	3	9	-3	-2
SSB-PriA inh	0	-5	x	6	-4	-7	-15	-16	1	-9	7
CCHFV vOTU inh	10	8	-3	-8	-12	-3	-4	2	2	-71	1

Some of the compounds tested (hit frequency here may not be typical).
